Bioassay records from PubChem.
EP2 modulator: modulates human prostaglandin E2 receptor EP2 signaling | P43116 | EP2-expressing cells, cAMP HTRF FRET, PGE2 co-stimulation | induction, % at 25 µM | actives 0.83% (n = 260,000);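 active = compounds whose cAMP rise, as percent of the full-agonist control response, exceeds 60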;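 note: rat C6 glioma line stably carrying human EP2 under a CMV promoter; the protocol text gives 20 µM as final concentration; 100% = response of wells given 1 µM PGE2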
eIF4E-4G inh: blocks eIF4E binding to eIF4G. TR-FRET eIF4E-eIF4GI(517-606) binding, 2 h. inhibition, % at 21.7 µM. actives 0.37% (n = 220,000). AID 782. P63073+Q04637;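 active = inhibition above about 30%, limit read from the data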;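 note: 0% = full FRET control wells and 100% = background wells lacking eIF4GI fragment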
S1P4 antag: antagonists of human S1P4 receptor. O95977. S1P4-expressing cells, antagonist mode, reporter read-out. inhibition, % at 4.98 µM. actives 0.26% (n = 220,000). AID 1510; in the data active = inhibition above about 29%;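 note: 0% = wells stimulated with agonist and 100% = vehicle wells without agonist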
Target sequence (O95977 whole entry, looked up): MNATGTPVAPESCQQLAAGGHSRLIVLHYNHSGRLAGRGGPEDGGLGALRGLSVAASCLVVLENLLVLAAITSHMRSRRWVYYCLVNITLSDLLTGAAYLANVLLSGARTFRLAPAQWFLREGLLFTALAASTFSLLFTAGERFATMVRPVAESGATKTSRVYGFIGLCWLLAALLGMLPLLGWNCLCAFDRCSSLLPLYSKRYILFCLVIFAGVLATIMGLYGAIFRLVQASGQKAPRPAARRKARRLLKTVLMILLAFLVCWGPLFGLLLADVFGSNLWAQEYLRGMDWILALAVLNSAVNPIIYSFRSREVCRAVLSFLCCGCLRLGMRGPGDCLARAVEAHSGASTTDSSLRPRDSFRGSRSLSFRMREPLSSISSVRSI
NPY-Y1 antag: blocks the human neuropeptide Y Y1 receptor; actives 1% (n = 200,000); AID 1040; P25929; inhibition, % at 3.6 µM; HEK293-CNG Y1 cells, membrane potential fluorescence; NPY at EC95, then isoproterenol;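 active = inhibition above the campaign mean inhibition of all tested compounds plus 3 SD, cut at about 20% in these data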;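 note: 0% = DMSO wells given NPY plus isoproterenol and 100% = isoproterenol alone without NPY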
Target sequence (P25929 whole entry, looked up): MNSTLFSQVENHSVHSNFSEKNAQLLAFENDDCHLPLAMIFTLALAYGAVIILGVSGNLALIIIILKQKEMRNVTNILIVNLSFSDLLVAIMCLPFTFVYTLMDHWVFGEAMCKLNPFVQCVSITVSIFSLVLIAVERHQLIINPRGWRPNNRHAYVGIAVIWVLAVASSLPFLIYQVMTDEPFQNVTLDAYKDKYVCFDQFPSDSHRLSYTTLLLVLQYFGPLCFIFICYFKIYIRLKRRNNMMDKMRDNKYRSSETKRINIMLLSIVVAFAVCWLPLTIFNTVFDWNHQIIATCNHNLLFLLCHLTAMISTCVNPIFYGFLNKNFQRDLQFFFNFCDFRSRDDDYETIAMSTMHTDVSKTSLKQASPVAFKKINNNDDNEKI
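System: HEK293 cells with Y1 receptor plus CNG channel / Probe or stimulus: NPY 25 nM then isoproterenol 1 µM plus Ro 20-1724 25 µM / Compound: one concentration, 3.6 µM, in 0.4% DMSO / Schedule: compound incubation 1 h at room temperature, readout 45 min post-stimulation / Measured by: membrane potential fluorescence / Read-out: % inhibition of NPY effect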
NPY-Y2 PAM-ag: potentiates or activates human NPY-Y2 receptor. P49146. cells expressing NPY-Y2, potentiator/agonist read-out. activation, % at 3.6 µM. actives 0.45% (n = 220,000); in the data active = activation above about 27%;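 note: cells stimulated with NPY near EC25 plus isoproterenol at EC100; 0% = vehicle plus submaximal agonist and 100% = vehicle plus saturating agonist; some results beyond the cut were filed as inactive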
S1P4 ag: agonists of human S1P4 receptor. AID 1509. S1P4-expressing cell line, agonist reporter assay. actives 0.35% (n = 220,000). activation, % at 4.98 µM; in the data active = activation above about 11%;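 note: 0% = DMSO vehicle and 100% = reference agonist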
EP2 antag: EP2 receptor (human) inhibition; P43116; inhibition, % at 25 µM; actives 0.52% (n = 260,000); C6 glioma cells expressing human EP2, cAMP TR-FRET; cells stimulated with saturating PGE2;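 active = percent inhibition above 40 after rounding to a whole number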;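 note: rat C6 glioma host cells with rolipram phosphodiesterase inhibitor present; the protocol text gives 20 µM as final concentration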
p97 ATPase inh: inhibitors of human p97 ATPase; inhibition, % at 8 µM; recombinant p97 ATPase, Kinase-Glo ATP luminescence, 3 h; actives 0.42% (n = 220,000); in the data active = inhibition above about 15%;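 note: 0% = DMSO vehicle and 100% = wells lacking enzyme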
NPY1 pot ag: human NPY-Y1 potentiation or agonism, primary screen; actives 0.37% (n = 220,000); P25929; activation, % at 3.6 µM; NPY-Y1 expressing cells, potentiator/agonist activation; in the data active = activation above about 33%, passing the limit was not always enough;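 note: cells stimulated with NPY at EC10 then isoproterenol at EC100; 0% = low agonist plus stimulus and 100% = saturating agonist plus stimulus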
Starred values were filed as active, the others as inactive; [ ] = remark or other dose.

How did NC(=O)CCSC(=S)N1CCOCC1 do in these assays?
EP2 modulator: 12.1; eIF4E-4G inh: -2.6; S1P4 antag: -0.1; NPY-Y1 antag: 0.5; NPY-Y2 PAM-ag: -3.1; S1P4 ag: 2.3; EP2 antag: 5.7; p97 ATPase inh: 2.7; NPY1 pot ag: 17.8

How did c1ccc(Oc2nnc(-c3cccs3)c3ccccc23)cc1 do in these assays?
EP2 modulator: 26.6; eIF4E-4G inh: 14.6; S1P4 antag: -6.5; NPY-Y1 antag: -0.8; NPY-Y2 PAM-ag: -11.9; S1P4 ag: 1.1; EP2 antag: 7.4; p97 ATPase inh: 0.9; NPY1 pot ag: 11.8

What do the screens show for `O=C(COc1ccccc1-c1ccccc1)N/N=C/c1ccc2ccccc2c1`?
EP2 modulator: -5.8; eIF4E-4G inh: -1.0; S1P4 antag: -6.2; NPY-Y1 antag: 1.5; NPY-Y2 PAM-ag: 1.5; S1P4 ag: -0.6; EP2 antag: 7.3; p97 ATPase inh: 7.0; NPY1 pot ag: -11.7

What do the screens show for `O=C(Cc1cc(C(=O)O)c2ccccc2n1)Nc1ccccc1`?
EP2 modulator: -40.6; eIF4E-4G inh: 2.4; S1P4 antag: -1.5; NPY-Y1 antag: 0.1; NPY-Y2 PAM-ag: 13.0; S1P4 ag: -0.6; EP2 antag: 9.0; p97 ATPase inh: -3.0; NPY1 pot ag: 5.4

What do the screens show for `O=C1C2CC=C(Cl)CC2C(=O)N1CCc1ccccc1` (stereo unspecified)?
EP2 modulator: 21.7; eIF4E-4G inh: -5.6; S1P4 antag: -30.6; NPY-Y1 antag: 3.0; NPY-Y2 PAM-ag: -10.2; S1P4 ag: 0.4; EP2 antag: 5.7; p97 ATPase inh: -6.1; NPY1 pot ag: -10.6

How did COc1ccc(CCNC(=O)CCNS(=O)(=O)c2cccc3nonc23)cc1OC do in these assays?
EP2 modulator: 20.7; eIF4E-4G inh: 6.8; S1P4 antag: -16.3; NPY-Y1 antag: -0.5; NPY-Y2 PAM-ag: -7.9; S1P4 ag: -2.3; EP2 antag: -3.1; p97 ATPase inh: 1.3; NPY1 pot ag: -0.3

How did Cc1ccc(S(=O)(=O)c2nc(Nc3ccccc3N3CCOCC3)sc2Cl)cc1 do in these assays?
EP2 modulator: -1.4; eIF4E-4G inh: 8.2; S1P4 antag: 2.2; NPY-Y1 antag: 1.5; NPY-Y2 PAM-ag: -9.9; S1P4 ag: -1.2; EP2 antag: 1.3; p97 ATPase inh: 0.3; NPY1 pot ag: 2.6

Results for COc1ccc(Cc2nc(-c3ccc(Cl)cc3)no2)cc1 ?
EP2 modulator: -10.2; eIF4E-4G inh: 1.1; S1P4 antag: -19.2; NPY-Y1 antag: 11.1; NPY-Y2 PAM-ag: -15.2; S1P4 ag: 0.5; EP2 antag: 10.0; p97 ATPase inh: 1.9; NPY1 pot ag: -35.3

How did CN(NC(=O)c1cccc(Cl)c1)c1nc(-c2ccccc2)nnc1C(F)(F)F do in these assays?
EP2 modulator: -1.4; eIF4E-4G inh: -5.0; S1P4 antag: 0.6; NPY-Y1 antag: 4.8; NPY-Y2 PAM-ag: 13.8; S1P4 ag: 1.2; EP2 antag: 10.1; p97 ATPase inh: 2.5; NPY1 pot ag: -9.7

What do the screens show for `O=C1CC(c2cccc(Br)c2)C2=C(COC2=O)N1` (stereo unspecified)?
EP2 modulator: 22.4; eIF4E-4G inh: -2.4; S1P4 antag: -14.7; NPY-Y1 antag: -1.6; NPY-Y2 PAM-ag: -0.8; S1P4 ag: -0.3; EP2 antag: 4.6; p97 ATPase inh: -1.5; NPY1 pot ag: 5.1

Results for CC1Cc2ccccc2N1C(=O)Cn1nnc(-c2ccccc2NC(=O)C2CCC2)n1 (stereo unspecified) ?
EP2 modulator: -10.6; eIF4E-4G inh: 1.8; S1P4 antag: 14.1; NPY-Y1 antag: 5.8; NPY-Y2 PAM-ag: -23.8; S1P4 ag: 0.6; EP2 antag: 7.5; p97 ATPase inh: -3.5; NPY1 pot ag: -55.5

Results for CN(CC(=O)O)S(=O)(=O)c1ccc2c(c1)NC(=O)CC(=O)N2 ?
EP2 modulator: 24.0; eIF4E-4G inh: 4.9; S1P4 antag: 5.6; NPY-Y1 antag: -1.4; NPY-Y2 PAM-ag: 8.0; S1P4 ag: -2.1; EP2 antag: 8.3; p97 ATPase inh: 1.2; NPY1 pot ag: -6.8

Results for C=CCSc1nc(N)cc(=O)[nH]1 ?
EP2 modulator: -15.6; eIF4E-4G inh: -2.8; S1P4 antag: 0.3; NPY-Y2 PAM-ag: -2.2; S1P4 ag: 0.9; EP2 antag: 7.8; p97 ATPase inh: 0.1; NPY1 pot ag: 0.4

Results for Cn1c(SC/C=C/c2ccccc2)nnc1-c1cccs1 ?
EP2 modulator: -17.2; eIF4E-4G inh: 0.1; S1P4 antag: 8.5; NPY-Y1 antag: 8.8; NPY-Y2 PAM-ag: -25.7; S1P4 ag: -0.9; EP2 antag: 11.3; p97 ATPase inh: -8.0; NPY1 pot ag: -27.9

Results for COc1ccc(Oc2nnc(-c3ccccc3)cc2C#N)cc1 ?
EP2 modulator: -7.9; eIF4E-4G inh: 1.7[fluorescence artefact?]; S1P4 antag: -8.3; NPY-Y1 antag: -3.3; NPY-Y2 PAM-ag: 5.8; S1P4 ag: -0.1; EP2 antag: 11.9; p97 ATPase inh: 1.5; NPY1 pot ag: 3.6

Results for CCc1nc2ccccc2c(C(=O)OC2CCOC2=O)c1C (stereo unspecified) ?
EP2 modulator: -7.5; eIF4E-4G inh: 4.4; S1P4 antag: 7.7; NPY-Y1 antag: -2.2; NPY-Y2 PAM-ag: -3.6; S1P4 ag: 1.0; EP2 antag: 9.2; p97 ATPase inh: -2.7; NPY1 pot ag: 4.0

Results for COc1cc(OC)cc(C(=O)N2CCN(Cc3ccccc3Br)CC2)c1 ?
EP2 modulator: -47.5; eIF4E-4G inh: -1.3; S1P4 antag: -7.3; NPY-Y1 antag: 3.2; NPY-Y2 PAM-ag: 3.8; S1P4 ag: -0.1; EP2 antag: 9.3; p97 ATPase inh: -2.6; NPY1 pot ag: -8.8

Results for COc1ccc(C(=O)CSc2nnc(-c3ccccc3)o2)cc1 ?
EP2 modulator: 12.2; eIF4E-4G inh: -3.0; S1P4 antag: 0.9; NPY-Y1 antag: 7.7; NPY-Y2 PAM-ag: 2.0; S1P4 ag: -0.5; EP2 antag: 22.1; p97 ATPase inh: 0.5; NPY1 pot ag: -2.3

Results for Cc1cc(N2CCN(C)CC2)nc2ccc(NC(=S)N3CCCCCC3)cc12 ?
EP2 modulator: -31.1; eIF4E-4G inh: 2.4; S1P4 antag: -18.3; NPY-Y1 antag: 4.3; NPY-Y2 PAM-ag: 7.8; S1P4 ag: -0.5; EP2 antag: 7.7; p97 ATPase inh: 2.1; NPY1 pot ag: 9.2

Results for O=C(COc1ccc(Cl)cc1Cl)Nc1ccc(CN2CCCCC2)cc1 ?
EP2 modulator: -55.0; eIF4E-4G inh: 1.0; S1P4 antag: 1.8; NPY-Y1 antag: 7.3; NPY-Y2 PAM-ag: -10.7; S1P4 ag: -0.7; EP2 antag: 1.9; p97 ATPase inh: -8.7; NPY1 pot ag: -22.2

What do the screens show for `Cc1cccc2sc(N(CCCN(C)C)C(=O)COc3ccc(Cl)cc3)nc12`?
EP2 modulator: -72.0; eIF4E-4G inh: 1.1; S1P4 antag: 3.5; NPY-Y1 antag: 4.2; NPY-Y2 PAM-ag: -15.4; S1P4 ag: -3.0; EP2 antag: 3.5; p97 ATPase inh: -4.3; NPY1 pot ag: -41.5

What do the screens show for `O=C(NC(=S)Nc1ccc2oc(-c3cccnc3)nc2c1)c1cccc(Cl)c1`?
EP2 modulator: -10.8; eIF4E-4G inh: -4.8[fluorescence artefact?]; S1P4 antag: 3.1; NPY-Y1 antag: 14.3; NPY-Y2 PAM-ag: -2.9; S1P4 ag: -5.7; p97 ATPase inh: 2.5; NPY1 pot ag: -16.0

What do the screens show for `O=C(CC1C(=O)NCCN1Cc1cccc(Oc2ccccc2)c1)NCCc1ccccn1` (stereo unspecified)?
EP2 modulator: -6.0; eIF4E-4G inh: 2.1; S1P4 antag: -3.7; NPY-Y1 antag: -4.1; NPY-Y2 PAM-ag: 5.2; S1P4 ag: 0.5; EP2 antag: 0.8; p97 ATPase inh: -2.3; NPY1 pot ag: 6.9

How did O=C(COC(=O)C1(c2ccc(Cl)cc2)CCCC1)NCc1ccco1 do in these assays?
EP2 modulator: -49.5; eIF4E-4G inh: 0.1; S1P4 antag: 11.2; NPY-Y1 antag: 6.2; NPY-Y2 PAM-ag: -0.8; S1P4 ag: 1.1; EP2 antag: 9.8; p97 ATPase inh: -0.1; NPY1 pot ag: -3.4

Results for CSc1ccccc1NC(=O)CN(Cc1ccc(Cl)cc1)S(C)(=O)=O ?
EP2 modulator: 17.4; eIF4E-4G inh: 1.6; S1P4 antag: -19.1; NPY-Y1 antag: 5.5; NPY-Y2 PAM-ag: 9.6; S1P4 ag: -0.3; EP2 antag: 12.6; p97 ATPase inh: 1.6; NPY1 pot ag: 15.2

How did Cc1ccc(OCc2nnc(SCC(=O)N3CCOCC3)n2C)cc1 do in these assays?
EP2 modulator: 16.2; eIF4E-4G inh: -0.9; S1P4 antag: -7.9; NPY-Y1 antag: -4.7; NPY-Y2 PAM-ag: -5.1; S1P4 ag: 0.0; EP2 antag: 3.8; p97 ATPase inh: -0.1; NPY1 pot ag: -6.0

What do the screens show for `CCOc1nc(-c2ccccc2)ccc1-c1noc(COc2ccccc2)n1`?
EP2 modulator: 28.1; eIF4E-4G inh: -3.0; S1P4 antag: -16.9; NPY-Y1 antag: 5.0; NPY-Y2 PAM-ag: 4.7; S1P4 ag: 1.9; EP2 antag: 8.1; p97 ATPase inh: 2.4; NPY1 pot ag: -22.2

What do the screens show for `COc1ccc(/C=C2/C(=O)N=C(N)N2C)cc1OC`?
EP2 modulator: 2.9; eIF4E-4G inh: -5.6; S1P4 antag: -10.6; NPY-Y1 antag: -2.9; NPY-Y2 PAM-ag: -0.9; S1P4 ag: 3.1; EP2 antag: 26.0; p97 ATPase inh: -0.6; NPY1 pot ag: 1.3

How did CCOc1ccc(N2C(=O)CC(Sc3ncccn3)C2=O)cc1 (stereo unspecified) do in these assays?
EP2 modulator: 10.6; eIF4E-4G inh: 1.8; S1P4 antag: -7.7; NPY-Y1 antag: 5.7; NPY-Y2 PAM-ag: 9.1; S1P4 ag: 3.1; EP2 antag: 12.3; p97 ATPase inh: 6.7; NPY1 pot ag: 2.1

How did O=C(CCN1C(=O)C2C3C=CC(C3)C2C1=O)Nc1c(F)cccc1F (stereo unspecified) do in these assays?
EP2 modulator: 8.4; eIF4E-4G inh: -16.1; S1P4 antag: -13.7; NPY-Y1 antag: -2.5; NPY-Y2 PAM-ag: -3.3; S1P4 ag: 1.5; EP2 antag: 19.8; p97 ATPase inh: 6.2; NPY1 pot ag: 8.9

Results for Clc1ccc(OCCN2CCCCC2)cc1Cl ?
EP2 modulator: -34.1; eIF4E-4G inh: -5.2; S1P4 antag: 5.4; NPY-Y1 antag: 3.1; NPY-Y2 PAM-ag: -24.5; S1P4 ag: -0.9; EP2 antag: 7.0; p97 ATPase inh: -4.9; NPY1 pot ag: -31.9

Results for CCOc1ccc(NC(=O)c2ccc(OC)cc2)cc1 ?
EP2 modulator: 15.1; eIF4E-4G inh: 7.0; S1P4 antag: -2.0; NPY-Y1 antag: -1.6; NPY-Y2 PAM-ag: 3.8; S1P4 ag: -0.1; EP2 antag: 8.6; p97 ATPase inh: 1.4; NPY1 pot ag: 14.7

Some of the compounds tested (hit frequency here may not be typical).
